Source: PubChem BioAssay (Broad Institute)
ERAP1 HTS inh = ERAP1 (human) enzyme inhibition | Q9NZ08 | recombinant ERAP1, Leu-AMC fluorescence, 60 min | inhibition, % at 10.7 µM | 340,000 tested, 0.15% active | AID 652197;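 active = mean replicate inhibition of at least 30%, or all replicates individually reaching that 30% level; inactive = mean below 30% and not every replicate reaching it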;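 note: 0% = neutral control wells and 100% = L-leucinethiol positive control wells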
SIRT5 inh = inhibitors of human sirtuin-5 desuccinylase; Q9NXA8; inhibition, % at 15 µM; AID 652115; 330,000 tested, 1.1% active; Purified SirT5, succinyl-peptide AMC, trypsin-coupled fluorescence; in the data active = inhibition above about 15%; inconclusive = no clear call, values can overlap the other calls
Target sequence (Q9NXA8 whole entry, looked up): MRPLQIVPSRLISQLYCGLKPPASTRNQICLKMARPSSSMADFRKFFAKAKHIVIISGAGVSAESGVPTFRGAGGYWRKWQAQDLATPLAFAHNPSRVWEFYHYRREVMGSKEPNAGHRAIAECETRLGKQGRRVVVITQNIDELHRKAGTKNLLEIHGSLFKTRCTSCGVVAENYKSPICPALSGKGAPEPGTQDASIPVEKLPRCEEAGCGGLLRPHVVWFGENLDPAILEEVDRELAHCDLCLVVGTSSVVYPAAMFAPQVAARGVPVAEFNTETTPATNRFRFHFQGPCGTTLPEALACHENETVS
LGR2 antag = Drosophila LGR2 receptor signaling inhibition | HEK293 LGR2, CRE-luciferase, bursicon-stimulated, 4 h | inhibition, % at 9.99 µM | 380,000 tested, 0.35% active;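 active = drop in luminescence signal, shown as inhibition above about 50% in the replicate tests, limit read from the data, passing the limit was not always enough; inconclusive = probably only some replicates passing the limit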;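 note: agonist challenge used bursicon conditioned medium at about half maximal strength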
XiGFP reactiv = activators of X-chromosome reactivation in mouse fibroblasts. activation, % at 7.58 µM. 360,000 tested, 0.055% active. XiGFP mouse fibroblasts, % GFP-positive cells imaging, 3 d; cells co-treated with 5-aza-dC sensitizer; scaled so ellipticine positive control = 100%;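 active = mean normalized replicate activation at least 10% and every replicate at or above 10%; inconclusive = only one of the two criteria met; inactive = mean below 10% and not all replicates reach 10%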;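 note: 0% = median of on-plate neutral control wells and 100% = ellipticine 6 µM median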
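System: SV40-immortalized XiGFP fibroblast cells, line 68-5-11 / Incubation: 3-day compound exposure, then 15 min fixation at room temperature / Compound: single concentration per compound, delivered by pin transfer / Buffer or medium: DMEM plus 5-aza-dC sensitizer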
PGC1a acetyl inh = lowers PGC1a acetylation signal in U2OS cells. AlphaScreen anti-acetyl-lysine; with virally co-expressed GCN5 acetyltransferase. inhibition, % at 15.6 µM. 350,000 tested, 0.17% active. AID 651687;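 active = every replicate shows inhibition of at least 40%; inconclusive = mean inhibition at least 40% but some replicate below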;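 note: 0% = neutral control wells and 100% = positive control wells; some results beyond the cut were filed as inactive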
C2C12 statin = suppression of simvastatin myotoxicity; C2C12 myotubes + simvastatin, ATP luminescence, 48 h; scaled: DMSO 0, geranylgeraniol control 100; rescue of ATP level, % at 7.49 µM; 330,000 tested, 0.78% active;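 active = mean ATP rescue above about 67%, or every replicate alone reaching that limit, limit read from the data, passing the limit was not always enough; inconclusive = no clear call, values can overlap the other calls; inactive = mean under the limit and some replicate under it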;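 note: myotubes were challenged with 10 µM simvastatin during compound exposure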
S100A4 MyoIIA = blocks human S100A4 binding to myosin IIA peptide; P26447; S100A4/TAMRA-MyoIIA peptide fluorescence polarization; inhibition, % at 10.7 µM; 360,000 tested, 0.14% active; AID 652163;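 active = mean inhibition of at least 70% across replicates, with every replicate also reaching that level; inconclusive = mean inhibition reaches 70% but some replicates fall short; inactive = mean inhibition below 70%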
Target sequence (P26447 whole entry, looked up): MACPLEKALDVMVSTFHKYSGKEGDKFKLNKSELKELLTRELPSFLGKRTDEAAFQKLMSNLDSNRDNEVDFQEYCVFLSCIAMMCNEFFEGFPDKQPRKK
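Assay system: human S100A4 monomer with TAMRA-labelled myosin IIA peptide / Buffer or medium: Calcium-containing HEPES buffer, pH 7.2 / Reagent: TAMRA-labelled myosin IIA heavy-chain peptide probe, 5 nM / Compound: one dose per compound / Timing: polarization read 5 min after assay mix addition, stable 5–60 min / Benchmarks: neutral control DMSO, positive control TFP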
Cneo AK release = Cryptococcus neoformans lysis via adenylate kinase release; C. neoformans lysis, adenylate kinase release luminescence, 4 h; normalised: neutral wells 0, clomiphene wells 100; AID 651654; lysis activity, % at 15 µM; 360,000 tested, 0.2% active;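 active = mean lysis activity across replicates of at least 80%, whatever share of replicates individually reach that level; inactive = mean lysis activity below 80%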
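Assay system: Cryptococcus neoformans yeast cells / Dosing: single-point compound dose / Timing: 4 h at 37 °C static, read 1 h later / Measured by: luminescence of released adenylate kinase using an AK detection reagent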
Numbers without * were called inactive; ? = inconclusive; . = no result given. The list is partial, so the mix of outcomes need not match the whole.

SMILES	ERAP1 HTS inh	SIRT5 inh	LGR2 antag	XiGFP reactiv	PGC1a acetyl inh	C2C12 statin	S100A4 MyoIIA	Cneo AK release
COCC(=O)N1C[C@H]2[C@@H](c3ccccc31)[C@@H](CO)N2C(=O)NC(C)C	-2	1	-1	0.3	4	17	2	1
C[C@@H]1CN([C@@H](C)CO)S(=O)(=O)c2ccc(C#CC3CC3)cc2O[C@H]1CN(C)C(=O)c1cnccn1	1	0	4	0.1	0	-2	6	-4
CCCCCc1cccnc1	2	-6	-4	-0.1	5	6	-3	-1
COc1ccc(Br)cc1CN1CCCCCCC1	-2	0	3	.	-14	-9	-1	3
CCCN(CC1CCCO1)C(=O)CCc1nnc(-c2cc(C)on2)o1 (stereo unspecified)	5	0	-45	-0.3	-5	.	2	.
COC(=O)N/N=C/c1cccnc1	.	.	1	0.0	6	-1	.	2
COc1ccc(OC)c(NC(=O)c2ccccc2N(C)S(=O)(=O)c2ccc(C)cc2)c1	0	-2	.	0.1	-15	11	-2	2
Cc1nc2cc(-c3cccs3)nn2c(NCC(C)(C)CN(C)C)c1C	-1	-6	-3	0.0	.	.	3	.
CCS(=O)(=O)N1CCN=C1SCc1cccc(F)c1	5	-3	-20	0.0	0	-10	-1	4
O=C(CCS(=O)(=O)c1ccc(Cl)cc1)N1CCCc2ccccc21	1	-3	0	0.0	.	-4	2	1
CC(=O)Nc1ccc(S(=O)(=O)NCC2CCC(C(=O)N3CC(C)CC(C)C3)CC2)cc1 (stereo unspecified)	2	-8	-9	0.3	12	-18	-1	0
O=C(COC(=O)c1c(F)cccc1F)Nc1cccc(S(=O)(=O)N2CCCCC2)c1	-3	.	-12	-0.1	3	10	-1	0
CCCn1c(NC(=O)C23CC4CC(CC(O)(C4)C2)C3)nc2ccccc21	3	-2	7	0.0	.	.	-4	.
Cc1ccc(S(=O)(=O)NCC(=O)NCC2CCCCC2)cc1C	-5	-2	3	0.0	4	4	1	-1
C[C@H]1CN([C@@H](C)CO)C(=O)c2cccc(NC(=O)C3CCCCC3)c2O[C@@H]1CN(C)S(=O)(=O)c1cn(C)cn1	.	.	-14	-1.0	2	9	.	.
O=C(C1CC(=O)N(c2ccc(Cl)cc2)C1)N1CCCCCC1 (stereo unspecified)	-2	-9	-14	0.1	-8	-4	-3	2
CCOC(=O)N1CCC(N2CCCC(CO)(Cc3ccccc3C)C2)CC1 (stereo unspecified)	-6	-4	16	0.0	.	.	-56	.
COCC(=O)N1C[C@@H](C)[C@H](OC)CN(C)C(=O)c2ccc(NC(=O)c3ccc(OC)cc3)cc2OC[C@@H]1C	.	0	15	0.1	8	4	-8	-2
COc1cccc(NC(=O)N[C@H]2C=C[C@H](CC(=O)Nc3ccccc3)O[C@H]2CO)c1	1	-11	-7	-0.4	10	.	8	.
COc1ccccc1C=NNC(=O)c1ccncc1	2	.	?	0.2	0	1	1	-2
O=C1CC(c2ccc(F)cc2)Cc2nc(NCc3ccco3)ncc21 (stereo unspecified)	.	.	4	.	1	-45	.	-1
Cc1nn(C)cc1/C=N/NC(=O)CSc1ccccn1	0	-2	.	0.0	-8	.	-1	.
CC(C)Sc1oc(-c2ccco2)nc1S(=O)(=O)c1ccccc1	2	3	-3	.	-9	12	0	1
COc1ccc(-c2ccc(CCC(=O)O)n2CC(=O)Nc2cccc(OC)c2)cc1	0	-5	-3	0.3	-19	.	-11	.
O=C(c1cc2ccccc2o1)N1CCN(c2ncccn2)CC1	2	3	-4	0.3	-10	6	17	0

Four entries out of the list, arranged by number of heavy atoms, low to high.
SMILES	ERAP1 HTS inh	SIRT5 inh	LGR2 antag	XiGFP reactiv	PGC1a acetyl inh	C2C12 statin	S100A4 MyoIIA	Cneo AK release
COc1ccc(Br)cc1CN1CCCCCCC1	-2	0	3	.	-14	-9	-1	3
Cc1ccc(S(=O)(=O)NCC(=O)NCC2CCCCC2)cc1C	-5	-2	3	0.0	4	4	1	-1
CCCN(CC1CCCO1)C(=O)CCc1nnc(-c2cc(C)on2)o1 (stereo unspecified)	5	0	-45	-0.3	-5	.	2	.
C[C@@H]1CN([C@@H](C)CO)S(=O)(=O)c2ccc(C#CC3CC3)cc2O[C@H]1CN(C)C(=O)c1cnccn1	1	0	4	0.1	0	-2	6	-4

More results
SMILES	ERAP1 HTS inh	SIRT5 inh	LGR2 antag	XiGFP reactiv	PGC1a acetyl inh	C2C12 statin	S100A4 MyoIIA	Cneo AK release
O=C(C[C@H]1C[C@H]2c3cc(NC(=O)Nc4ccccc4F)ccc3O[C@H]2[C@H](CO)O1)NCCc1ccccc1	0	.	8	-0.1	9	3	1	7
CC1CCC(C(=O)NC(C(=O)NCCc2ccc(S(N)(=O)=O)cc2)C(C)C)CC1 (stereo unspecified)	0	-2	1	-0.1	4	3	-2	0
C[C@@H]1CN([C@@H](C)CO)S(=O)(=O)c2ccc(C#CCN(C)C)cc2O[C@H]1CN(C)S(=O)(=O)c1cccc(F)c1	0	4	-10	-0.7	4	-42	-8	-2
Nc1ccn(Cc2cccc(F)c2)n1	2	-2	0	0.2	9	6	-3	-2
CC(C)N(CCO)C(=O)CCc1nnc(CCCc2ccccc2)o1	-4	-1	-19	0.0	.	.	-4	.
Cc1occc1C(=O)N1CCCC(Nc2ccc(C(C)C)cc2)C1 (stereo unspecified)	-2	0	-8	-0.2	.	-12	0	-2
CNC[C@@H]1Oc2cc(-c3ccncc3)ccc2S(=O)(=O)N([C@@H](C)CO)C[C@H]1C	.	.	-12	-0.4	-7	22	.	.
CCCNC(=O)Nc1ccc(F)c(Cl)c1	10	0	.	0.0	-4	-6	2	.
COC(=O)c1cc(OC(=O)CCc2ccc(OC)c(OC)c2)cc(C(=O)OC)c1	1	-1	1	0.1	.	8	0	3
CCOc1cc(CN2CCN(C(=O)c3ccco3)CC2)ccc1OC	1	-2	-5	.	.	11	13	2
CCc1ccc(NC(=O)C2CCN(c3c(N4CCCC4)c(=O)c3=O)CC2)cc1	3	-4	-6	0.1	13	-1	-1	-2
CC1CCCCC12NC(=O)N(CC(=O)Nc1cccc(S(=O)(=O)N3CCCCC3)c1)C2=O (stereo unspecified)	-2	0	-1	0.1	3	9	-3	2
Cc1ccc(NS(=O)(=O)c2ccc(NC(=O)N3CCCCC3)cc2)cc1	1	-7	6	0.4	.	8	1	4
CCC(C)c1c(O)nc(SCC(=O)N2CCCCCC2)[nH]c1=O (stereo unspecified)	-3	0	7	0.0	.	0	-4	0
CN(C)CC(=O)N[C@H]1CC[C@H](CCNC(=O)C2CCC2)O[C@@H]1CO	3	9	3	0.9	15	-1	4	1
O=C1NN=C(c2ccc(Cl)cc2)CC1c1cccc(Cl)c1 (stereo unspecified)	.	.	4	.	-3	137*	.	6
FC(F)(F)c1nc2nccnc2[nH]1	1	.	-9	0.2	.	.	0	.
NC/C(=N\O)c1ccc(Cl)cc1Cl	5	3	4	.	.	1	10	11
Cc1cc(C)c(Cn2c3ccccc3c3cnn(CC(=O)NCCN4CCOCC4)c(=O)c32)c(C)c1	-5	-16	-9	0.2	-15	?	-7	-4
O=C(Cc1ccc(Cl)cc1)N1CCOCC1	1	-5	13	0.3	-14	1	2	4
CCCCNC(=O)Cn1nnc(-c2ccccc2)c1COc1ccc(C(C)=O)cc1	1	.	-4	-0.1	-6	43	4	-2
Cc1cc(C(=O)COC(=O)c2cccn2C)c(C)n1Cc1ccco1	-1	-5	53*	-0.1	.	15	1	-7
C[C@@H]1CN([C@H](C)CO)C(=O)c2cc(C#CC3(O)CCCC3)cnc2O[C@@H]1CN(C)S(=O)(=O)c1cccc(F)c1	0	3	-1	0.1	1	.	35	-7
Cn1c(-c2ccccc2)cc(=O)n1-c1ccccc1	9	.	-2	-0.1	5	-3	0	-1
O=C(O)CC(SCC(=O)Nc1ccc(Br)cc1)C(=O)O (stereo unspecified)	-12	-4	19	0.0	-8	.	6	.

(further entries)
SMILES	ERAP1 HTS inh	SIRT5 inh	LGR2 antag	XiGFP reactiv	PGC1a acetyl inh	C2C12 statin	S100A4 MyoIIA	Cneo AK release
COc1cccc(C(C(=O)NC2CCCCC2)N(Cc2ccco2)C(=O)c2ccccn2)c1 (stereo unspecified)	-1	-6	-1	0.1	.	3	4	-2
COC(=O)C[C@H]1c2cc(C(F)(F)F)ccc2S(=O)(=O)N1C1CCCC1	.	.	14	0.8	-11	9	-2	4
CC(=O)NC1C(=O)N=C(SCC(=O)NCc2ccccc2)NC1=O (stereo unspecified)	12	0	13	.	.	.	5	.
COc1ccccc1N1CCN(C(CNS(=O)(=O)c2ccccc2)c2ccccc2)CC1 (stereo unspecified)	2	-3	22	0.2	-8	-10	-2	-1
Cc1nnc(SCC(=O)c2c[nH]c3ccccc23)n1C1CC1	-1	1	-9	0.0	-11	7	2	-1
C[C@@H]1CN([C@H](C)CO)C(=O)c2cccc(NS(=O)(=O)c3ccccc3)c2O[C@H]1CN(C)C(=O)NC1CCCCC1	-5	2	-2	-0.9	6	12	-2	-1
COc1ccc(COc2cc(-c3cccc(OC)c3)nc3ccc(NC(=O)c4ccc(C)cc4)cc23)cc1	2	-5	0	-0.2	.	-15	46	-1
CC(=O)Oc1ccc(C(=O)NCCc2ccccc2)cc1	-4	0	15	0.0	6	-3	1	-5
Cc1ccc(/C=N/NC(=O)CNC(=O)c2cccs2)o1	-2	-1	-6	0.0	4	.	1	.
COc1ccc(N(C)S(=O)(=O)c2cccc(C(=O)NCC(c3cccs3)N(C)C)c2)cc1 (stereo unspecified)	2	-2	-5	?	.	18	-1	.
COC(=O)c1ccc(N(CC(=O)NCC2CCCO2)C(=O)CCC(=O)Nc2cc(C)on2)cc1 (stereo unspecified)	-5	-2	-11	0.0	.	4	1	0
C[C@@H]1CN([C@@H](C)CO)C(=O)c2cc(-c3ccncc3)cnc2O[C@H]1CN(C)C	-1	10	-1	0.0	2	2	?	48
O=C(Nc1ccc(Cl)c(Cl)c1)N[C@@H]1CC[C@@H](CCn2cc(C3CC3)nn2)O[C@H]1CO	-2	0	-13	-0.3	-1	0	3	-1
Cc1cccc(-n2c(-c3csc4ccccc34)n[nH]c2=S)c1	-1	1	-18	-0.1	.	.	-10	.
Nc1ccn(CC(=O)NCCNc2ccc([N+](=O)[O-])cn2)c(=O)n1	4	.	-8	0.0	.	-5	-7	2
CN1c2ccc(C3=CCCCC3)cc2[C@@H]2[C@@H](CCN2C(=O)C2CCC2)[C@H]1CO	8	-3	9	0.0	.	.	7	.
O=C(CN1CCN(Cc2ccccc2Cl)C1=O)NCC1CCCO1 (stereo unspecified)	-3	0	-6	-0.1	4	-13	-3	0
COc1ccc(-n2cccc2/C=C2\C(=N)N3N=C(c4ccco4)SC3=NC2=O)cc1	-2	-1	8	0.0	.	.	5	.
Cc1ccn2c(C(=O)N/N=C\c3cccs3)c(C)nc2c1	.	.	-8	.	0	-2	.	-1
CC(C)C(C)NC(=O)COC(=O)C1CCN(S(=O)(=O)c2ccc3c(c2)OCCO3)CC1 (stereo unspecified)	-4	1	-20	0.0	.	-3	8	.
O=C(CCCOc1ccc(Cl)cc1Cl)NC(Cc1ccccc1)C(=O)O (stereo unspecified)	0	.	-10	0.3	.	13	5	0
